ELG1 DNA repair = inhibitors of ELG1-dependent DNA repair in HEK293T cells; HEK293T ELG1-luciferase reporter, luminescence, 16 h; DNA damage induced by 5-fluorouridine; 330,000 compounds, 2.3% hits; Potency, µM (series often up to 46.1 µM), for inactives: at the highest dose activity change, negative = inhibition, hits mostly inhibitors; note: potency is the fitted concentration of half-maximal effect; % is set by controls: 0 for no effect and ±100 for the full control effect; nearly all actives have a fitted effect of over 55% in size
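HEK293T cells expressing luciferase-tagged ELG1 (2,000/well) received 5-Fluorouridine plus compound or DMSO for 16 hr at 37 °C. Luciferase was read by ONE-Glo luminescence after 30 min at room temperature.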
TCR act = T cell receptor activation; Potency, µM (series often up to 9.22 µM), for inactives: at the highest dose activation of IL-2 secretion, actives largely listed as activators; AID 504894; primary human leukocytes, anti-CD3, IL-2 HTRF, 48 h; 330,000 tested, under 10 active; note: % of control where 0% means no effect
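48 hr co-incubation of compounds, a-CD3 beads and primary human leukocytes; IL-2 quantified homogeneously by HTRF with anti-IL-2 K and d2 conjugates.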
Mito fusion act = mitochondrial division inhibition or fusion activation; S. cerevisiae fusion-defective mutant growth rescue, CellTiterGlo 48 h; Potency, µM (doses to about 46.1 µM), without a hit: at the top dose growth rescue (activation), usual class: activators; 320,000 compounds, 0.23% hits;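 note: potency is the fitted concentration of half-maximal effect; % of control where 0% means no effect; nearly all actives have a fitted effect of over 45% in size; temperature-sensitive fusion mutants such as fzo1-1 at 37 °C on non-fermentable ethanol glycerol medium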
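Luminescent cell viability in 1536-well qHTS format served as the measure of rescued growth in ts fusion-mutant S. cerevisiae cultured on non-fermentable YPEG for 48 hours at 37C.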
KCNH2 3.1 block = KCNH2 3.1 (human) potassium channel inhibition | 340,000 compounds, 0.95% hits | AID 720553 | activity change, % (tested at about 1.8 µM) | U2OS KCNH2 3.1, thallium flux FluxOr; hits give low values;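 active = maximum activity change below -70%; inconclusive = maximum activity change from -70% to -50%; inactive = maximum activity change above -50%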;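 note: thallium influx rate constant from kinetic fluorescence after stimulation buffer; % is set by controls: 0 for no effect and ±100 for the full control effect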
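U2OS cells transduced with KCNH2 3.1 mutant virus (1.77 x 10^8 /mL, 4 h), plated overnight at 37 C, loaded 45 min with FluxOr dye plus Red40 quencher. Thallium flux rate constant from kinetic reads after stimulation buffer, normalised to controls.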
Eya2 inh = Eya2 (human) phosphatase inhibition. O00167. recombinant Eya2, OMFP fluorescence dephosphorylation (OMFP is methylfluorescein phosphate). Potency, µM (titrated, usually from 76.9 µM), for inactives: at the highest dose activity, negative = inhibition, most hits filed as inhibitors. 330,000 compounds, 0.006% hits; note: potency is the fitted concentration of half-maximal effect; % is set by controls: 0 for no effect and ±100 for the full control effect
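Eya2 (0.2 uM) preincubated 10 min at ambient with compound, then OMFP substrate added at 50 uM; 10 min reaction in 50 mM HEPES pH 7.5, 50 mM NaCl, 5 uM MgCl2, 0.05% BSA, 1 mM DTT. Fluorescence read at Ex 485/Em 525 nm.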
KCNH2 WT inh = KCNH2 (human, wildtype) channel inhibition; Q12809; 340,000 compounds, 0.37% hits; activity change, % at 1.84 µM; U2OS, BacMam KCNH2, thallium flux FluxOr; hits give low values; AID 720551;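 active = maximum activity change below -70%; inconclusive = maximum activity change between -70% and -50%; inactive = maximum activity change above -50%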; note: % is set by controls: 0 for no effect and ±100 for the full control effect
Target sequence (Q12809 whole entry, looked up): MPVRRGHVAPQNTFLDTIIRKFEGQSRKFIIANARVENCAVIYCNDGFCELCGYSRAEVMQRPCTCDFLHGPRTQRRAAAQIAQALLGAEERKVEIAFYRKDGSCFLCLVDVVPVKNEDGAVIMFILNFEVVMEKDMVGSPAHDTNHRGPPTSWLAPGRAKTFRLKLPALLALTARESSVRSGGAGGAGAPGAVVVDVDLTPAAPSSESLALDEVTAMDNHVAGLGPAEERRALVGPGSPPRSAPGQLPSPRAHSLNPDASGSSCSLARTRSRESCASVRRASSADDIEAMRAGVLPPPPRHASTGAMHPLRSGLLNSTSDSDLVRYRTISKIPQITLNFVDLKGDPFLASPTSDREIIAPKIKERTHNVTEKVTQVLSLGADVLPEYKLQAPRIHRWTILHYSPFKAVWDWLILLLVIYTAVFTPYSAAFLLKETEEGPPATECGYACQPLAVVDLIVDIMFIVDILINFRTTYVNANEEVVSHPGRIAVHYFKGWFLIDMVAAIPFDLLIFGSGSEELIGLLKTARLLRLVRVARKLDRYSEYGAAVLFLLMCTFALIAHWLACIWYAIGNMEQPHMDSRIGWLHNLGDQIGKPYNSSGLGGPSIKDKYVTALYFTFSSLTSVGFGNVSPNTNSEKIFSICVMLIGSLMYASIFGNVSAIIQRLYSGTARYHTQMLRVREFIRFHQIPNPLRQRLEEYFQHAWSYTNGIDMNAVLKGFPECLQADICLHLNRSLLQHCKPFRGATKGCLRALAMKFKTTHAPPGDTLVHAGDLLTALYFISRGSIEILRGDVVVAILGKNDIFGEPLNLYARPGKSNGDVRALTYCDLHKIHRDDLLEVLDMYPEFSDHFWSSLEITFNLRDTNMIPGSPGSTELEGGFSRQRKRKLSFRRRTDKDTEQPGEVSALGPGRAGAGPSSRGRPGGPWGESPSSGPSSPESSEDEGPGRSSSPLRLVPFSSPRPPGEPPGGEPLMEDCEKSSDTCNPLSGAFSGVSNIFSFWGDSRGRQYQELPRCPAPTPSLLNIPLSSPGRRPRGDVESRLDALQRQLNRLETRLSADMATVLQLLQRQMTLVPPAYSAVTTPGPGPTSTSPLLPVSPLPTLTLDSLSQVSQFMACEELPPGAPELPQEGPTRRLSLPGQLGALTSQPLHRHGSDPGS
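U2OS cells were transduced with wild-type KCNH2 virus (2.03 x 10^8 / mL) for 4 h at room temperature, then cultured overnight at 37 C. Thallium flux was read with FluxOr dye. Rate constants were normalized to DMSO controls.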
AT treatment = potential ataxia-telangiectasia treatments restoring KAP-1 phosphorylation | […] A-T fibroblasts, KAP-1 phosphorylation AlphaLISA; neocarzinostatin DNA damage 30 min before lysis | Potency, µM (doses to about 57.5 µM), without a hit: top-dose activation, actives largely listed as activators | 320,000 compounds, 0.19% hits | AID 485349; note: potency is the fitted concentration of half-maximal effect; % of control where 0% means no effect; nearly all actives have a fitted effect of over 45% in size
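ATM-like activity read as KAP-1 phosphorylation via AlphaLISA donor/acceptor antibody pairs after lysis and 6 hr at 25C. Cells were ATM-null patient fibroblasts ([…], hTERT), dosed 60 min, then exposed to the DSB inducer NCS for 30 min.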
TRPV1 ag = human TRPV1 agonism. Q8NER1. TRPV1-expressing cells, Fluo-8 calcium influx, agonist mode. activation, % at 8.33 µM. 320,000 compounds, 0.19% hits; in the data active = activation above about 80%; inconclusive = between about 30% and that limit; note: 0% is about no effect
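TRPV1-expressing cells were cultured overnight at 35.5C and loaded with Fluo-8 calcium dye for 40 to 90 min at room temperature. After a 10 s baseline, compound was added and calcium influx was read kinetically for 3 min (ex 480/em 520 nm).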
USP2a block = inhibitors of human ubiquitin-specific protease USP2a; O75604; USP2 core, Ub-CHOP2 coupled fluorogenic reporter, 485/531; Potency, µM (titrated, usually from 38.3 µM), for the others: top-dose activity change, negative = inhibition, hits mostly inhibitors; 330,000 compounds, 0.01% hits; AID 463254;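 note: potency is the fitted concentration of half-maximal effect; plate controls were DMSO wells for no effect and full inhibition by NEM control for full effect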
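Deubiquitinase activity read as fluorescence (485/531 nm) after Ub-CHOP2 cleavage activates the enterokinase reporter on its substrate; USP2 core 10nM, Ub-CHOP2 and substrate 25nM each, 30min compound preincubation then 60min RT; data normalized to NEM, curves fitted.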
TSHR antag = human thyrotropin receptor antagonism; P16473; TSHR-expressing cells, TSH-stimulated cAMP HTRF, 2 h; hits give low values; activity change, negative = inhibition, % at 11.5 µM; 330,000 compounds, 0.2% hits;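 active = activity change below a set negative limit, meaning inhibition stronger than a set level, cut at about -70% in these data; inconclusive = activity change between two set negative limits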; note: % is set by controls: 0 for no effect and ±100 for the full control effect
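TSHR-expressing cells, 200/well, pre-treated with compound, then stimulated with EC80 TSH (4nM final) for 2 hours at 37 deg C. cAMP measured by competitive HTRF: anti-cAMP cryptate antibody in lysis buffer plus cAMP-d2, read after 30 minutes at room temperature.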
The depositor's hits bear a star; ? = inconclusive; · = no result given; [ ] = dose if it differs, or a comment. Unless noted, calls come from the whole dose curve; as a rule, active = well fitted curve in the direction sought with a large enough effect; inconclusive = small, poorly fitted or top-dose-only effect, or another doubt; inactive = no such curve, though single readings can be large; an effect the other way counts as inactive or inconclusive. This is a subset, so the mix of outcomes need not match the whole.

SMILES | ELG1 DNA repair | TCR act | Mito fusion act | KCNH2 3.1 block | Eya2 inh | KCNH2 WT inh | AT treatment | TRPV1 ag | USP2a block | TSHR antag
O=C(c1ccccc1)c1nc2ccccc2n(CCCn2c(=O)c(C(=O)c3ccccc3)nc3ccccc32)c1=O | -7.0% | 6.1% | 3.3% | -19.8 | -22.7% | 4.5 | -1.0% | 0.7 | 5.0% | -13.2
COc1ccccc1N(C(=O)CCl)c1cn(C(C)=O)c2ccccc12 | 11.6µM* | 1.9% | -4.7% | -10.5 | -4.5% | 2.7 | 35.4% | 0.3 | -1.0% | 0.6
CCC(=O)Nc1cccc(NC(=S)NC(=O)c2ccc(Cl)cc2Cl)c1 | ? | -7.0%[46.1 µM] | -3.3% | -0.4 | -1.3% | -2.2 | -0.9% | -0.5 | 1.6% | -16.9
O=C(C1=C[C@H](c2ccccc2)C[C@H](OCc2ccc(CO)cc2)O1)N1CCN(Cc2ccccc2)CC1 | ? | -15.7% | -12.5% | -44.8 | -10.6% | 15.0 | -15.5% | ? | 0.3% | -2.7
CC1(c2nnc(-c3ccc(Cl)cc3)o2)CC(c2cccc(Cl)c2)=NO1 (stereo not drawn) | 6.3% | -2.9% | 10.9% | -2.0 | 0.4% | -1.4 | -4.5% | 18.6 | 2.5% | 6.5
CCN1CCN(c2nc(Nc3ccccc3)nc(N)c2[N+](=O)[O-])CC1 | 0.9% | 0.9%[46.1 µM] | -12.8% | -14.6 | -3.0% | -0.8 | -10.4% | 10.1 | 0.8% | 6.6
N#Cc1ccc(C(=O)NC(=S)N2CCOCC2)cc1 | 7.6% | · | · | 20.6 | -8.7% | 14.9 | -3.2% | · | 5.4% | -9.6
O=C(CSCc1cnn(-c2ccccc2)c1-n1cccc1)NCc1cccnc1 | 6.5% | -5.6% | 26.4% | 1.3 | 11.9% | 0.0 | 7.5% | -5.6 | 5.5% | 2.9
CC(=O)c1c(C)[nH]c(C(=O)NCc2ccccn2)c1C | ? | 10.5% | -1.9% | 7.2 | -2.4% | -7.7 | · | -4.5 | 1.3% | 9.3
CCOC(=O)C1CCN(C(=O)c2ccccc2N(C)S(C)(=O)=O)CC1 | 15.9% | -0.2% | -0.7% | -90.8* | 10.7% | -25.6 | -4.0% | 1.4 | 0.7% | -5.4
COc1ccc(NC(=S)N(CCC(C)C)C(C)c2ccncc2)cc1 (stereo not drawn) | -1.6% | 3.0% | -3.5% | -36.5 | -18.2% | -0.4 | 27.3% | -0.5 | 0.4% | 7.0
Cc1cc(N2C(=O)C3C4CC(C(Br)C4Br)C3C2=O)no1 (stereo not drawn) | -5.5% | 0.7%[46.1 µM] | 5.1% | -5.8 | -0.1% | 0.8 | 8.9% | -1.7 | 3.1% | 17.7
Cc1nc2ncnn2c(N2CCN(C(=O)c3cccc(F)c3)CC2)c1Cc1ccccc1 | -10.4% | · | 2.3% | 1.5 | 16.7% | -2.7 | 3.3% | 4.8 | 3.5% | -12.0
COC(=O)c1ccc(-n2nnnc2SCC(=O)Nc2cc(OC)ccc2OC)cc1 | -15.6% | 0.2% | -2.6% | -3.3 | -12.3% | 3.0 | 2.6% | -2.5 | 0.0% | -8.6
CCc1ccccc1NC(=O)c1cc(-c2cccs2)on1 | ? | 2.7% | 13.5% | -17.8 | 4.4% | 4.1 | 2.9% | 6.7 | -0.1% | -2.2
O=C(C(NS(=O)(=O)c1cccc2nsnc12)c1ccccc1)N1CCN(c2ccccc2)CC1 (stereo not drawn) | 16.4µM* | 8.3% | 17.8µM* | -13.8 | -6.8% | 13.0 | -7.8% | -0.4 | -17.9% | 5.2
COCCNC(=O)C1CC(c2ccc([N+](=O)[O-])cc2)=NO1 (stereo not drawn) | 3.7% | 7.4% | -0.8% | 7.9 | -18.0% | 5.5 | -0.7% | -4.8 | 1.3% | 11.0
COc1ccc(S(=O)(=O)N2CCCCCC2)cc1C(=O)Nc1ccc(C)cn1 | -10.6% | -8.2% | 1.1% | 12.3 | 2.1% | -9.4 | 0.8% | 21.5 | 2.5% | 0.9
COc1ccc(C)cc1S(=O)(=O)n1cnc(C)c1 | 16.7% | · | -0.3% | -4.7 | -4.9% | -1.4 | -11.1% | 2.1 | 0.2% | 5.1
CCN1C(=O)C(CC(=O)Nc2cc(C)ccc2C)SC1=Nc1ccc(S(N)(=O)=O)cc1 (stereo not drawn) | ? | 2.9% | -0.2% | 2.2 | 4.3% | 1.1 | 0.7% | 1.0 | 0.7% | 4.5
O=[N+]([O-])c1ccc(S(=O)(=O)NCC(c2ccco2)N2CCc3ccccc3C2)cc1 (stereo not drawn) | -1.5% | 2.3% | 0.2% | -23.4 | 15.7% | -2.5 | 2.7% | 13.8 | 2.6% | -3.6
CSc1nc2ccc3nc(NC(=O)c4ccc(Cl)s4)sc3c2s1 | 9.6% | -9.7% | 10.5% | ? | -4.3% | 0.1 | -8.8% | 12.4 | -0.3% | -36.8
O=C(NC(=S)Nc1ccc(S(=O)(=O)N2CCCC2)cc1)C1CC1 | ? | -4.6% | 4.9% | 7.3 | 0.0% | -0.2 | -2.5% | 2.2 | 2.7% | -1.9
COc1cc(NC2=CC(=O)CC(C)(C)C2)cc(OC)c1 | -3.6% | 9.3% | -0.6% | 7.5 | -26.0% | 10.4 | 0.2% | 17.4 | -3.5% | -1.3
CCCCOC(=O)Oc1ccc2c(=O)c(Oc3cccc(C)c3)coc2c1 | ? | -1.3%[46.1 µM] | -3.7% | -13.7 | -2.2% | 0.1 | 5.3% | ? | 12.8% | 17.3
Cc1cccc(NC(=O)CCCN2C(=O)C(c3ccccc3)Oc3cccnc32)c1C (stereo not drawn) | -4.5% | 6.8% | 3.5% | 12.6 | -4.3% | -7.7 | -15.2% | 12.6 | 0.7% | 1.6
O=C(O)C1CC=CCC1C(=O)Nc1cccc(Cl)c1 (stereo not drawn) | 10.3% | -1.9% | -1.6% | 0.8 | 11.4% | 5.5 | 12.6% | 2.7 | -1.5% | 6.1
O=C(C1CC=CCC1)N1CCC(CO)(Cc2ccc(Cl)cc2)CC1 (stereo not drawn) | ? | 1.5% | 11.7% | -6.5 | -7.2% | -18.4 | 9.3% | 11.9 | 1.5% | -2.2
CCC(CC)C(=O)NCCN1CCN(C(=O)C(CC)CC)CC1 | -4.4% | -1.4% | -1.4% | 6.7 | -5.0% | 2.6 | -5.7% | -2.9 | 1.7% | 4.2
CC(C)(C)C1=CC(=O)C(=O)C(C(C)(C)C)=C1 | ? | 1.2%[46.1 µM] | 17.1% | -5.3 | -8.4% | · | ? | 10.5 | -0.3% | 5.5
O=c1cnnc(SCCc2ccccc2)[nH]1 | 3.6% | 0.7% | -8.1% | 5.5 | -21.6% | -2.9 | 0.0% | -2.3 | 0.1% | -4.7
Cc1cc(S(=O)(=O)N2CCN(CC(=O)NCCc3cccs3)CC2)ccc1Br | -1.8% | 0.4% | -3.5% | -4.8 | 3.5% | -5.6 | 8.7% | 3.3 | -1.5% | -22.1
O=C(OCC(=O)N1CCCc2ccccc21)c1cc(Br)ccc1O | 12.8% | -14.3% | 15.8% | -12.5 | 9.9% | -20.7 | 27.0% | 15.7 | 1.0% | 33.3
Oc1ccccc1/C=N/[n+]1ccccc1 | 0.0% | 14.6% | 2.4% | 18.4 | 3.3% | -2.2 | -3.8% | -2.5 | 0.5% | -1.0
COC(=O)c1cc2c(cc1[N+](=O)[O-])OCO2 | 14.9% | -8.1% | -1.0% | -6.7 | 9.1% | -0.7 | 1.2% | -1.7 | 0.0% | -2.5
Cc1ccc(C(=O)C(C)OC(=O)Cn2[nH]c(=O)c3ccccc3c2=O)cc1 (stereo not drawn) | -1.7% | -0.8% | 0.6% | 27.1 | 1.6% | 14.3 | -2.9% | -3.2 | -1.2% | 11.8
COc1cc(C2Nc3ccc4ncccc4c3C3=C2C(=O)CCC3)cc(OC)c1OC (stereo not drawn) | ? | 3.3% | -1.2% | 12.0 | -4.9% | 4.0 | 10.8% | 0.1 | 0.3% | -1.0
CC(C)CN1CCN(Cc2cccc3nccnc23)CC1CCO (stereo not drawn) | -2.8% | 1.1% | -4.5% | 14.0 | -4.2% | 5.5 | -0.7% | 2.7 | -2.5% | 19.7

Some of these compounds in order of the TCR act value, falling:
Structure,TCR act
COc1cc(NC2=CC(=O)CC(C)(C)C2)cc(OC)c1,9.3%
Cc1cc(S(=O)(=O)N2CCN(CC(=O)NCCc3cccs3)CC2)ccc1Br,0.4%
CSc1nc2ccc3nc(NC(=O)c4ccc(Cl)s4)sc3c2s1,-9.7%

High-throughput results: PubChem BioAssay, National Center for Advancing Translational Sciences (NCATS)
